sdo1 growth: compounds rescuing growth of sdo1-depleted yeast, bone marrow failure model. S. cerevisiae sdo1-depleted JHY4D growth rescue, OD600 30 h; hits give high values; pdr5 snq2 efflux-pump mutant strain. z-score at 10 µM. hit rate 0.21% among 140,000;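 active = z-score above 3 at both the 24 hr and the 30 hr optical density reads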;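 also: z-score against mean and SD of all compound wells on the same plate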
Insulin prom inh: TRM-6 insulin promoter activity inhibition. TRM-6 cells (human fetal islet line), insulin promoter-eGFP reporter, imaging; reporter expression induced with tamoxifen. inhibition, % at 2 µM. hit rate 0.9% among 130,000;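 active = inhibition above the mean plus 3 SD, with well images judged a real hit on visual review, cut at about 60% in these data, passing the limit was not always enough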
sdo1 growth Rescue 24 h: recorded beside sdo1 growth, whose call it bears; z-score; S. cerevisiae sdo1-depleted JHY4D growth rescue, OD600; measured here: growth rescue at 24 h;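 0 is the plate mean of compound wells and units are plate SD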
Starred values were filed as active, the others as inactive; / = no result given; [ ] = remark or other dose. Some of the compounds tested; the hit share may differ from the screen's.

SMILES	sdo1 growth	sdo1 growth Rescue 24 h	Insulin prom inh
Cc1ccc(Nc2nc(CSc3nnc(-c4cccnc4)n3-c3ccccc3F)cs2)cc1	0.02	0.36	-32
COCCCNC(=O)CCn1c(=O)c2ccccc2n(CC(=O)Nc2ccccc2C)c1=O	0.7	-0.13	/
CCCCCCC(=O)N(O)C1CC(=O)N(c2ccc(Br)cc2)C1=O (stereo unspecified)	-0.61	0.18	/
Cc1[nH]c2ccccc2c1Cc1nnc(SCC(=O)NCc2ccco2)o1	0.82	1.2	/
Cc1ccc(NC2CC(=O)N(Cc3ccccc3)C2=O)cc1 (stereo unspecified)	-0.06	0.07	-25
Cc1nc2c(-c3ccccc3)c(C)[nH]n2c(=O)c1Cc1ccccc1	/	/	12
CCOc1ccc2nc(NC(=O)CS(=O)(=O)c3ccccc3)sc2c1	-0.76	-0.85	10
Oc1csc(Cc2nc(-c3ccc(-c4ccccc4)cc3)cs2)n1	-0.44	1.1	/
O=c1c2c(nc3nc(Cc4ccccc4)[nH]n13)CCC2	2.5	2.4	92*
COc1ccccc1NC(=S)NCc1ccc2c(c1)OCO2	0.96	-0.03	35
CCCOC(=O)c1c(N)sc(C(=O)OCC)c1C	-0.86	-0.86	42
CC1(C)CC(=O)C(C=NCCN2CCN(C(=O)NC34CC5CC(CC(C5)C3)C4)CC2)=C(O)C1	0.58	0.23	0
COCc1cc(C)n(CC(=O)Nc2ccc(Cl)cc2Cl)c(=O)c1C#N	-0.65	-1	-7
COC(=O)c1ccc(C)c(NC(=O)c2ccc(Cl)c([N+](=O)[O-])c2)c1	-0.09	-0.47	5
CCCNC(=S)N1CC2(C)CN(C(=O)C(=O)OC)CC(C)(C1)C2=O	/	/	-93
Cc1ccc(C)n1-c1cccc(S(=O)(=O)N2CCOCC2)c1	/	/	30
Cc1cc(-c2nnc(SCc3ccccn3)o2)no1	-0.01	-0.62	/
Cc1c(Cl)cccc1NC(=O)COC(=O)c1c2c(nc3ccccc13)CCN(Cc1ccccc1)C2	-0.73	-0.59	-32
O=C(CN1CCN(C(=O)c2ccccc2)CC1)Nc1ccc(Br)cn1	-0.26	0.62	/
CCc1ccccc1NC(=S)N(CCN(C)C)Cc1cccs1	/	/	-7
O=C(Cn1nnc(-c2ccccc2F)n1)NCCc1ccccc1	-0.27	-0.63	/
Cc1onc(-c2c(Cl)cccc2Cl)c1C(=O)NCC1CCCO1 (stereo unspecified)	0.73	0.82	-53
CC(CCCC(C)(C)O)CC1C2=C(CCCC2=O)OC2=C1C(=O)CCC2 (stereo unspecified)	/	/	67
Cc1ccccc1-c1nc2sc(-c3ccccc3)cc2c(=O)o1	-0.81	-0.23	9
COC(=O)C1=C(Cn2cnc3ccccc32)NC(=O)NC1c1cc(C)ccc1C (stereo unspecified)	1.6	1.8	-22

Sorted by SMILES length (falling): part of the list above.
SMILES	sdo1 growth	sdo1 growth Rescue 24 h	Insulin prom inh
COC(=O)C1=C(Cn2cnc3ccccc32)NC(=O)NC1c1cc(C)ccc1C (stereo unspecified)	1.6	1.8	-22
CCCNC(=S)N1CC2(C)CN(C(=O)C(=O)OC)CC(C)(C1)C2=O	/	/	-93
O=C(CN1CCN(C(=O)c2ccccc2)CC1)Nc1ccc(Br)cn1	-0.26	0.62	/

New compounds follow.
SMILES	sdo1 growth	sdo1 growth Rescue 24 h	Insulin prom inh
COc1cc(NS(=O)(=O)c2ccc(NC(=S)NC(=O)c3sc4ccccc4c3Cl)cc2)nc(OC)n1	-1.4	-1.1	35
COc1ccc(C(=O)N[C@H](C(=O)OCC(=O)NC(=O)c2cccn2C)C(C)C)cc1	0.76	1.1	/
CCOc1cc(/C=C(\C#N)c2[nH]nc(N)c2C#N)ccc1O	0.91	0.95	-29
CCOc1ccc(Oc2ccc(-c3nnc(-c4ccccc4)o3)cc2[N+](=O)[O-])cc1	-0.29	-0.18	/
O=C(COC(=O)/C(=C/c1cccs1)c1cccs1)NC(c1ccccc1)c1ccccc1	1.4	1.2	-3
CN(C)c1nc(N)nc(Cn2ccnc2)n1	1.4	0.09	30
CCn1cc(CNC(=O)/C=C/c2ccc([N+](=O)[O-])cc2)cn1	-0.6	-1	/
COc1ccc(/C=C/C(=O)OCC(=O)NC(=O)NC(C)(C)C)cc1	/	/	-33
CCCCCC(=O)N1CCCC(c2nc(-c3ccc(OC)cc3)no2)C1 (stereo unspecified)	-1.6	-0.87	-77
COc1ccc(-c2n[nH]c(=S)n2-c2ccc3c(c2)OCCO3)cc1OC	/	/	53
CC(C)C(C(=O)Nc1ccc(S(=O)(=O)N2CCOCC2)cc1)N1C(=O)c2ccccc2C1=O (stereo unspecified)	-0.31	-0.45	-4
Fc1cccc(NC(=S)N2CCCC2)c1	0.54	0.17	25
COc1ccc(/C=N/NC(=O)Cn2c(Cc3ccc(OC)c(OC)c3)nc3ccccc32)cc1OC	1	0.74	/
CC1CCCCN1CC(=O)Nc1ccc(Oc2ccccc2)cc1 (stereo unspecified)	0.28	0.53	-21
COc1ccccc1N(CCC#N)C(=O)CSc1ccc2c(c1)OCCO2	-0.41	-0.84	/
O=C(Nc1nc(COc2ccccc2)cs1)C12CC3CC(CC(C3)C1)C2	-2.6	-1.8	-16
Cc1noc(C)c1COC(=O)C1CC(O)CN1S(=O)(=O)c1ccc(Cl)cc1 (stereo unspecified)	-0.99	-1.6	0
CCOc1ccc(C(CC(=O)O)NC(=O)C2c3ccccc3Oc3ccccc32)cc1 (stereo unspecified)	1.2	1	/
CCCCOc1ccc(CSCCNC(=S)Nc2ccccc2)cc1	-1.3	-1.2	/
COC(=O)c1sc2ncccc2c1OCc1c(Cl)cccc1Cl	-0.84	-0.89	/
Cc1nc(NC(=O)CSc2nnc(Cn3nnc4ccccc43)n2C)sc1C	1.2	0.72	/
CCn1c(CNc2ccc(OC)cc2)nnc1SCC(=O)N1CCCc2ccccc21	-0.15	-0.12	/
CCOC(=O)c1c(N)sc(C(N)=O)c1C	0.5	0.62	/
CC(C)n1c(SCCCc2ccccc2)nc2c1c(=O)[nH]c(=O)n2C	-2.1	-1.6	/
COc1ccc(-c2nnc(SCc3nnc(-c4ccc(Cl)cc4)o3)n2-c2ccccc2)cc1	-1.2	-0.55	-18
(listing goes on)
SMILES	sdo1 growth	sdo1 growth Rescue 24 h	Insulin prom inh
Cc1ccc(NC(=O)Cn2c(/C=C/c3ccccc3)nc3ccccc32)cc1C	-1.6	0.45	27
CC(=O)Nc1cccc(C(=O)N/N=C/c2ccccc2F)c1	0.09	-0.21	24
CCOC(=O)c1cc2c(N)c(C(=O)c3cc(C#N)c(SC)nc3C)sc2nc1C	-0.44	0.63	/
COc1ccc(C2C(C(=O)N3CCN(c4ccccc4F)CC3)c3ccccc3C(=O)N2C)cc1 (stereo unspecified)	-0.57	-1.4	34
CCn1c(C)cc2c(c1=O)C(c1ccccc1Br)C(C#N)=C(N)O2 (stereo unspecified)	-0.66	-0.58	/
Cc1nc([N+](=O)[O-])c(C(=O)OCc2ccccc2C#N)n1C	/	/	-20
CCOC(=O)c1cc(-c2ccccc2)n(CCC(=O)N2CCN(c3ccccc3OC)CC2)c1C	-1	-0.44	-23
Cc1nnc(SCC(=O)N2CCC(c3noc4ccc(F)cc34)CC2)s1	-0.84	-0.94	-280
CC(CCc1ccco1)NC(=O)Cn1nc(Cc2ccncc2)c2ccccc2c1=O (stereo unspecified)	0.96	1	/
CCc1nc(NCCCCCO)c2nnn(Cc3ccccc3F)c2n1	0.44	0.62	61
NC(=S)n1[nH]c(-c2ccc([N+](=O)[O-])cc2)c(N=Nc2ccccc2[N+](=O)[O-])c1=O	/	/	-13
CCOC(=O)c1cnc2c(Cl)cccc2c1NCCN1CCOCC1	0.15	0.44	10
COc1ccc(-c2c3c(=O)n(C)c(=O)n(C)c3cn2N2CCOCC2)cc1	1.3	0.71	17
CC(OC(=O)c1ccc(S(=O)(=O)NCc2ccco2)cc1)C(=O)Nc1ncc(Cl)cc1Cl (stereo unspecified)	-0.63	-0.63	-83
Cc1nn(Cc2ccc(C(=O)n3cccn3)o2)c(C)c1Br	0.25	-0.29	27
N#CCSc1nc2ccccc2c(=O)n1CCCC(=O)NCC1CCCO1 (stereo unspecified)	/	/	26
Cc1ccc(CCN2CC(C(=O)NC3CCCC3)CC2=O)cc1 (stereo unspecified)	0.92	0.59	27
Cc1cc(C)c(C#N)c(N)n1	/	/	53
c1cc(CNc2ccc(N3CCOCC3)cc2)ccn1	-0.01	-0.26	-25
CCOC(=O)c1sc(NC(=O)Nc2ccccc2)cc1C	-0.64	-0.63	-14
CCOC(=O)C1=NOC(COc2ccccc2C=O)C1 (stereo unspecified)	/	/	32
COc1cc(/C=C(\NC(=O)c2ccccc2)C(=O)Nc2cccc(O)c2)c([N+](=O)[O-])cc1OC	1.9	2.4	-19
CCOC(=O)/C=c1\s/c(=C(\C#N)C(=O)OCC)n(-c2ccccc2)c1=O	0.12[10.5 µM]	0.23	/
CCOC(=O)c1cccc(S(=O)(=O)N(CCO)Cc2cc3cc(OC)c(OC)cc3[nH]c2=O)c1	0.15	-1.1	/
O=C(NCC1CCC(C(=O)O)CC1)c1cccnc1 (stereo unspecified)	0.1	-1.1	44

Structures listed so far with a COOH group:
SMILES	sdo1 growth	sdo1 growth Rescue 24 h	Insulin prom inh
CCOc1ccc(C(CC(=O)O)NC(=O)C2c3ccccc3Oc3ccccc32)cc1 (stereo unspecified)	1.2	1	/
O=C(NCC1CCC(C(=O)O)CC1)c1cccnc1 (stereo unspecified)	0.1	-1.1	44

Random excerpt: two compounds from above.
SMILES	sdo1 growth	sdo1 growth Rescue 24 h	Insulin prom inh
CC(=O)Nc1cccc(C(=O)N/N=C/c2ccccc2F)c1	0.09	-0.21	24
O=C(NCC1CCC(C(=O)O)CC1)c1cccnc1 (stereo unspecified)	0.1	-1.1	44

The listing picks up with the 6 entries that preceded the break.
SMILES	sdo1 growth	sdo1 growth Rescue 24 h	Insulin prom inh
CCOC(=O)c1sc(NC(=O)Nc2ccccc2)cc1C	-0.64	-0.63	-14
CCOC(=O)C1=NOC(COc2ccccc2C=O)C1 (stereo unspecified)	/	/	32
COc1cc(/C=C(\NC(=O)c2ccccc2)C(=O)Nc2cccc(O)c2)c([N+](=O)[O-])cc1OC	1.9	2.4	-19
CCOC(=O)/C=c1\s/c(=C(\C#N)C(=O)OCC)n(-c2ccccc2)c1=O	0.12[10.5 µM]	0.23	/
CCOC(=O)c1cccc(S(=O)(=O)N(CCO)Cc2cc3cc(OC)c(OC)cc3[nH]c2=O)c1	0.15	-1.1	/
O=C(NCC1CCC(C(=O)O)CC1)c1cccnc1 (stereo unspecified)	0.1	-1.1	44
CN=C1CC(C)(C)CC(=O)/C1=C(/O)CCC(=O)NC	0.05	0.41	0
CC1=NN(c2ccccc2)C(=O)/C1=C/C=C/c1ccccc1	-0.94	-1.2	23
O=C1NCCCCC1NC1CC(=O)N(c2ccccc2)C1=O (stereo unspecified)	0.84	-0.65	/
O=C(Cc1ccccc1)NCC(=O)OCc1ccc([N+](=O)[O-])cc1	1.9	2.5	36
N#Cc1cn(-c2ccccc2)nc1-c1cc2ccccc2oc1=O	-0.09	-0.09	0
CC1CCC(NC(=O)CN2CCC(n3nnc4cc(F)ccc43)CC2)CC1 (stereo unspecified)	-0.54	-0.22	/
O=C(CSc1nc2ccccc2o1)N1N=C(c2cccs2)CC1c1ccc(F)cc1 (stereo unspecified)	-0.09	0.68	38
Cc1cc(C)n2nc(S(=O)(=O)N(CC(C)C)CC(C)C)nc2n1	-0.06	-0.47	0

High-throughput results from PubChem.
